S1P4 antag: antagonists of human S1P4 receptor | O95977 | S1P4-expressing cells, antagonist mode, reporter read-out | inhibition, % at 4.98 µM | 220,000 compounds, 0.26% hits; in the data active = inhibition above about 29%;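 note: 0% = wells stimulated with agonist and 100% = vehicle wells without agonist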
Target sequence (O95977 whole entry, looked up): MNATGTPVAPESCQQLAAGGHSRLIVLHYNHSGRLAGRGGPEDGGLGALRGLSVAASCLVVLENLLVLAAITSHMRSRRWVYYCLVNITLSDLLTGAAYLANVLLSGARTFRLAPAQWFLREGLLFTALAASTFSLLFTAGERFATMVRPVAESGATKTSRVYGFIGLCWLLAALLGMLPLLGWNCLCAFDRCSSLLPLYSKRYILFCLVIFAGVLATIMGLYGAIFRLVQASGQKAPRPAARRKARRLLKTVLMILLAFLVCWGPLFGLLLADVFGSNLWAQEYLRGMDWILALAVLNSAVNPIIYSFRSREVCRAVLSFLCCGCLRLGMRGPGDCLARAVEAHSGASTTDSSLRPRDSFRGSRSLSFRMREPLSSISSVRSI
RBBP9 inh: inhibitors of human serine hydrolase RBBP9; O75884; recombinant RBBP9, FP-Rh probe fluorescence polarization; inhibition, % at 7.94 µM; 220,000 compounds, 0.2% hits; AID 1515;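 active = inhibition above the campaign mean of all tested compounds plus 3 SD, cut at about 14% in these data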;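 note: plate controls were DMSO wells with RBBP9 for no effect and wells lacking RBBP9 protein for full effect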
Target sequence (O75884 whole entry, looked up): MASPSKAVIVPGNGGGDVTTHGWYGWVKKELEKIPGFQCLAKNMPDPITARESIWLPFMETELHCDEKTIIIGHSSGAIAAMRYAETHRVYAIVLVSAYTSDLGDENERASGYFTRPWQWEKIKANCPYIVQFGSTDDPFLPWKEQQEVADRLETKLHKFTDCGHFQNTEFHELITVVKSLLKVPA
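Assay system: recombinant human RBBP9; Reagent: Serine-hydrolase probe FP-Rh, 375 nM pre-mixing; Doses: 7.94 µM single dose, 0.794% DMSO; Incubation: 30 min then 45 min, 25 °C; Detection: fluorescence polarization (mP), excitation 525 nm, emission 598 nm; Evaluation: percent inhibition from mP, scaled between DMSO and no-protein wells.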
NPY-Y2 PAM-ag: potentiators or agonists of human neuropeptide Y receptor Y2. P49146. cells expressing NPY-Y2, potentiator/agonist read-out. activation, % at 3.6 µM. 220,000 compounds, 0.45% hits. AID 1359; in the data active = activation above about 27%;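 note: cells stimulated with NPY near EC25 plus isoproterenol at EC100; 0% = vehicle plus submaximal agonist and 100% = vehicle plus saturating agonist; some results beyond the cut were filed as inactive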
NPY-Y1 PAM-ag: potentiates or activates human NPY-Y1 receptor; activation, % at 3.6 µM; NPY-Y1 expressing cells, potentiator/agonist activation; AID 1304; P25929; 220,000 compounds, 0.37% hits; in the data active = activation above about 33%, passing the limit was not always enough;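 note: cells stimulated with NPY at EC10 then isoproterenol at EC100; 0% = low agonist plus stimulus and 100% = saturating agonist plus stimulus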
Ba/F3 V617F tox: lowers viability of Ba/F3 cells expressing EpoR and JAK2V617F; ATP luminescence; AID 1446; 220,000 compounds, 1.1% hits; inhibition, % at 5.6 µM;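 active = inhibition above the campaign mean plus 3 SD over all tested compounds, cut at about 24% in these data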;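 note: cytokine-independent growth of Ba/F3 cells driven by EpoR plus mutant JAK2; 0% = DMSO-treated cells and 100% = JAK inhibitor I control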
BaF3 parental: reduces parental Ba/F3 cell viability, JAK2V617F counter-screen; inhibition, % at 5.6 µM; CellTiter-Glo ATP luminescence; 220,000 compounds, 1.1% hits;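 active = inhibition above a per-campaign cutoff, the mean inhibition of all tested compounds plus 3 SD, cut at about 27% in these data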;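 note: 0% = DMSO wells and 100% = JAK Inhibitor I control wells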
Runt-CBFb FRET: inhibitors of human RUNX1 Runt domain binding to CBFb. Q01196+Q13951. inhibition, % at 20 µM. 220,000 compounds, 0.46% hits. Cerulean-Runt/Venus-CBFb FRET ratio 530/480, 1 h;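 active = inhibition over about 50% at 20 µM in the single-dose screen, limit read from the data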;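 note: 0% = DMSO wells and 100% = excess unlabeled CBFb competitor control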
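Doses: 20 µM compound in 1% DMSO | Material: Cerulean-labeled Runt domain protein | Amount: Each fluorescent fusion protein 100 nM | Schedule: Two 1 h room-temperature incubations shielded from light | Measured by: FRET fluorescence | Evaluation: Loss of energy transfer signal | Controls: Unlabeled CBFb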
S1P4 agonist: human S1P4 receptor agonism. O95977. S1P4-expressing cell line, agonist reporter assay. activation, % at 4.98 µM. 220,000 compounds, 0.35% hits. AID 1509; in the data active = activation above about 11%;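 note: 0% = DMSO vehicle and 100% = reference agonist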
NPY-Y1 antag: NPY-Y1 (human) receptor antagonism | 200,000 compounds, 1% hits | HEK293-CNG Y1 cells, membrane potential fluorescence; NPY at EC95, then isoproterenol | inhibition, % at 3.6 µM | AID 1040;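 active = inhibition above the campaign mean inhibition of all tested compounds plus 3 SD, cut at about 20% in these data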;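 note: 0% = DMSO wells given NPY plus isoproterenol and 100% = isoproterenol alone without NPY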
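Assay system: HEK293 Y1/CNG channel cell line; Doses: single compound dose of 3.6 µM, 0.4% DMSO; Timing: dye 3 h, compound 60 min room temperature, stimulation 45 min; Technique: Membrane-potential fluorescent dye readout; Measure: % inhibition of NPY effect.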
The depositor's hits bear a star; x = no result given.

SMILES,S1P4 antag,RBBP9 inh,NPY-Y2 PAM-ag,NPY-Y1 PAM-ag,Ba/F3 V617F tox,BaF3 parental,Runt-CBFb FRET,S1P4 agonist,NPY-Y1 antag
Cc1nnsc1SCCNC(=O)c1ccc(F)cc1,-6,6,-5,-48,-1,6,-1,-0.8,0
O=C(Cc1cccs1)Nc1nnc(-c2ccncc2)s1,-19,-2,3,20,-4,0,0,0.7,-2
CCOC(=O)C(=O)Nc1nccs1,-11,-12,-6,17,0,6,0,1.1,-2
Cc1cc(C)nc(SCc2nnc(SCC(=O)Nc3ccc(C)c(C)c3)o2)n1,-1,5,-5,-20,-1,5,-3,0.1,4
COc1ccc(CCNC(=O)CSCc2n[nH]c(=O)[nH]2)cc1OC,-15,6,5,-22,-1,5,2,-0.1,-6
CC(C)(C)NC(=O)C(=O)NCc1ccncc1,-15,-2,-1,-4,-4,-1,3,-2.1,-3
Cc1nnc(NC(=O)CCCOc2ccccc2)s1,-4,0,-2,-7,-1,0,1,0.4,3
Cc1ccc(CNC(=O)C2CC(=O)N(c3ccc(OCC(=O)N4CCCC4)cc3)C2)cc1 (configuration not stated),-10,4,-5,-9,-2,3,-1,0.1,-1
CCOC(=O)CNC(=S)N(Cc1ccccc1)Cc1ccccc1F,-17,-6,-1,-13,1,6,-2,1.2,6
Cc1ccc(S(=O)(=O)c2nc(-c3cccs3)oc2NCCCN(C)C)cc1,-19,-8,0,-31,-4,7,-1,0.7,1
CNC(=O)NC(=O)C(C)OC(=O)CCCSc1nc2ccccc2s1 (configuration not stated),3,1,1,-7,-2,7,-2,0.1,7
Cc1c(C(C)C)c(=O)n(-c2ccc(S(=O)(=O)N3CCOCC3)cc2)n1C,-2,0,-3,2,-1,11,2,0.7,1
CN(C)c1ccc(/C=N/NC(=O)c2nnn(-c3nonc3N)c2COc2ccc(F)cc2)cc1,9,-3,-17,15,-2,1,-89,0.8,x
CC(=O)c1cc(-c2ccccc2)n(CCC(=O)NC2CCCCCCC2)c1C,-18,-11,4,-21,-3,5,-4,0.0,5
Cc1cc2nc(CN(C)Cc3c(C(=O)N(C)C)nc4ccc(Cl)cn34)[nH]c2cc1C,-27,1,4,2,-6,0,-2,1.0,7
Cc1cccc(N=N/C(=C\O)C(=O)c2cccs2)c1,9,-5,-6,-10,-1,5,0,0.6,-7
O=C(CN1C(=O)NC2(CCOc3ccccc32)C1=O)Nc1cccc(Cl)c1 (configuration not stated),-20,-9,23,12,3,6,1,2.4,-1
Brc1cccc(OCCSc2ncccn2)c1,-21,-1,-18,-5,7,6,0,-3.1,-3
N#C/C(=C(/O)CN1CCN(c2ccccc2F)CC1)c1nc(-c2ccc(Cl)cc2)cs1,-2,-3,-5,-5,-6,2,-2,0.9,4
Cc1cc(O)c(NC(=O)c2ccc(C)c([N+](=O)[O-])c2)cc1C,-5,3,-4,2,-1,8,1,0.0,0
CCOC(=O)N1CCC(NC(=O)CN2C(=O)C(CC)Oc3ccc(C)cc32)CC1 (configuration not stated),2,-7,3,-12,2,11,1,-0.2,7
O=C(OCC(=O)N1CCCC1)c1cncc(Br)c1,-18,11,6,1,2,3,2,-1.3,10
COC(=O)c1cc(C(=O)NC(C)(C)CC(C)(C)C)cc([N+](=O)[O-])c1,-11,0,14,40,-4,-2,-1,2.4,-3
O=C(O)Cc1ccc2[nH]c3ccc(CC(=O)O)cc3c2c1,3,-1,19,14,-4,1,-2,1.5,-7
CCOC(=O)C1(CC2CCCCO2)CCN(S(=O)(=O)c2ccc(C)s2)CC1 (configuration not stated),-3,0,8,19,2,7,-2,-0.1,0

Another view of part of the listing above:
> COC(=O)c1cc(C(=O)NC(C)(C)CC(C)(C)C)cc([N+](=O)[O-])c1
  S1P4 antag: -11
  RBBP9 inh: 0
  NPY-Y2 PAM-ag: 14
  NPY-Y1 PAM-ag: 40
  Ba/F3 V617F tox: -4
  BaF3 parental: -2
  Runt-CBFb FRET: -1
  S1P4 agonist: 2.4
  NPY-Y1 antag: -3
> CCOC(=O)N1CCC(NC(=O)CN2C(=O)C(CC)Oc3ccc(C)cc32)CC1 (configuration not stated)
  S1P4 antag: 2
  RBBP9 inh: -7
  NPY-Y2 PAM-ag: 3
  NPY-Y1 PAM-ag: -12
  Ba/F3 V617F tox: 2
  BaF3 parental: 11
  Runt-CBFb FRET: 1
  S1P4 agonist: -0.2
  NPY-Y1 antag: 7
> O=C(OCC(=O)N1CCCC1)c1cncc(Br)c1
  S1P4 antag: -18
  RBBP9 inh: 11
  NPY-Y2 PAM-ag: 6
  NPY-Y1 PAM-ag: 1
  Ba/F3 V617F tox: 2
  BaF3 parental: 3
  Runt-CBFb FRET: 2
  S1P4 agonist: -1.3
  NPY-Y1 antag: 10
> CCOC(=O)C1(CC2CCCCO2)CCN(S(=O)(=O)c2ccc(C)s2)CC1 (configuration not stated)
  S1P4 antag: -3
  RBBP9 inh: 0
  NPY-Y2 PAM-ag: 8
  NPY-Y1 PAM-ag: 19
  Ba/F3 V617F tox: 2
  BaF3 parental: 7
  Runt-CBFb FRET: -2
  S1P4 agonist: -0.1
  NPY-Y1 antag: 0

Only NPY-Y1 PAM-ag (four entries from above):
Compound	NPY-Y1 PAM-ag
Cc1ccc(S(=O)(=O)c2nc(-c3cccs3)oc2NCCCN(C)C)cc1	-31
CNC(=O)NC(=O)C(C)OC(=O)CCCSc1nc2ccccc2s1 (configuration not stated)	-7
Cc1cc(O)c(NC(=O)c2ccc(C)c([N+](=O)[O-])c2)cc1C	2
CCOC(=O)C(=O)Nc1nccs1	17
